High-throughput results (PubChem)
BL2 CD40 inh: CD40 pathway inhibition in BL2 cells. BL2 NF-kB luciferase reporter, CD40L-induced, 4 h. AID 1053188. inhibition, % at 10 µM. 0.94% of 83,000 active;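 active = mean inhibition of at least 50% with a set share of replicates also reaching that level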;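 also: 0% = neutral control wells and 100% = IKK inhibitor VII at 50 µM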
The depositor's hits bear a star; & = joins results of further samples; [ ] = dose if it differs, or a comment.

BL2 CD40 inh	canonical_smiles
32[25 µM]	N#C[C@@H]1[C@H](c2ccccc2C2=CCCCC2)[C@H](CO)N1C(=O)NC1CCCC1
4	CCN(c1ccccc1)S(=O)(=O)c1ccc(OC)c(OC)c1
-7[25 µM]	N#C[C@@H]1[C@H](c2ccccc2C2=CCCCC2)[C@@H](CO)N1C(=O)C1CCOCC1
4	CC(C)CCn1c(NCCN(C)C)nc2c1c(=O)[nH]c(=O)n2C
-25[25 µM]	COCC#Cc1ccc([C@H]2[C@H](CO)N3C(=O)CN(C(=O)CN4CCOCC4)C[C@@H]23)cc1
-10[25 µM]	CN(C)CC(=O)N1[C@H](CO)[C@@H](c2ccccc2)C12CN(C(=O)c1ccc(F)cc1)C2
-42[25 µM]	COCC(=O)Nc1ccc2c(c1)C(=O)N(C)[C@@H]1CC[C@H](CC(=O)NCCCN(C)C)O[C@H]1CO2
22	COc1ccc(OCC(=O)N2CCCC(CO)(CCOc3ccccc3)C2)cc1 (stereo not given)

Next section:
BL2 CD40 inh	canonical_smiles
-10[25 µM]	CO[C@H]1CN(C)C(=O)c2cc(NS(=O)(=O)CC(F)(F)F)ccc2OC[C@H](C)NC[C@H]1C
-26	Nn1c(SCC(=O)Nc2ccc(N3CCOCC3)cc2)nnc1-c1cccc(F)c1
-2[25 µM]	O=C(C[C@@H]1C[C@@H]2c3cc(NC(=O)Nc4ccccc4F)ccc3O[C@@H]2[C@H](CO)O1)NC1CCCCC1
-94	O=C(Nc1ccc(N2CCOCC2)cc1)C1=NN(c2ccccc2)C(=O)CC1
2	CCS(=O)(=O)N1CCN(C(=O)c2cccc3ccccc23)CC1
-9[25 µM]	CCCNC(=O)N1C[C@H]2[C@@H](c3ccccc31)[C@@H](CO)N2Cc1cccc(OC)c1
10	COC(=O)CN(c1ccc2c(c1)OCO2)S(C)(=O)=O
1	COc1cc(NC(=O)COC(=O)CO/N=C(\C)c2ccc3c(c2)OCO3)cc(OC)c1OC

Laid out differently: two of the compounds above.
molecule	BL2 CD40 inh
CCCNC(=O)N1C[C@H]2[C@@H](c3ccccc31)[C@@H](CO)N2Cc1cccc(OC)c1	-9[25 µM]
COC(=O)CN(c1ccc2c(c1)OCO2)S(C)(=O)=O	10

New compounds follow.
BL2 CD40 inh	canonical_smiles
13	Cc1cccc(OC2CCN(Cc3nc(CC4CC4)no3)CC2)c1
2	O=C(NCc1ccc(F)cc1)c1cc2c(s1)CS(=O)(=O)C2
-7	C[C@H]1CN([C@@H](C)CO)C(=O)c2c(c3ccccc3n2C)-c2ccccc2CO[C@H]1CN(C)Cc1ccc(O)cc1
-6[25 µM]	NCC[C@H]1CC[C@@H](NC(=O)Cc2ccncc2)[C@H](CO)O1
0[25 µM]	Cc1ccccc1S(=O)(=O)N1C[C@H](O)COC[C@@H]2O[C@@H](CC(=O)N3CCCCC3)CC[C@H]21
-25	Cc1ccc(-n2cc(CN(C)CCc3cn[nH]c3)c(-c3cccc(C)c3)n2)cc1
10	O=C(CCC1CCCC1)NCCCN1CCOCC1
-26	Cc1cc2nc(SCC(=O)Nc3ccccc3C(=O)O)[nH]c2cc1C

4 compounds from above, arranged by heavy-atom count, low to high:
BL2 CD40 inh	canonical_smiles
10	O=C(CCC1CCCC1)NCCCN1CCOCC1
-26	Cc1cc2nc(SCC(=O)Nc3ccccc3C(=O)O)[nH]c2cc1C
-25	Cc1ccc(-n2cc(CN(C)CCc3cn[nH]c3)c(-c3cccc(C)c3)n2)cc1
-7	C[C@H]1CN([C@@H](C)CO)C(=O)c2c(c3ccccc3n2C)-c2ccccc2CO[C@H]1CN(C)Cc1ccc(O)cc1

The listing continues:
BL2 CD40 inh	canonical_smiles
12	CN1C(=O)c2cc(NC(=O)C3CC3)ccc2OC[C@H]2O[C@H](CC(=O)NCC3CCCCC3)CC[C@@H]21
-8	CC1CCN(C(=O)c2ccc(-c3ccccc3Cl)o2)CC1
10	Cn1c(=O)c2cn(-c3cccc4ccccc34)cc2n(C)c1=O
1[25 µM]	COc1ccc2c3c(n(C)c2c1)[C@H](CO)N(C(=O)c1ccc(F)cc1)CC31CN(CC2CCOCC2)C1
-4[25 µM]	C[C@H]1CN([C@@H](C)CO)C(=O)Cc2cc(NS(=O)(=O)c3ccc(F)cc3)ccc2O[C@H]1CN(C)Cc1ccncc1
4	CCc1noc(C)c1C(=O)OC(C)C(=O)NCc1ccc(OC)cc1 (stereo not given)
6	CCOCCCn1c(=N)c(C(=O)NCc2ccc3c(c2)OCO3)cc2c(=O)n3cccc(C)c3nc21
11	N#Cc1cccc(Oc2ccc(S(=O)(=O)N3CCCC3)cn2)c1

(continued)
BL2 CD40 inh	canonical_smiles
-11	NCCCCc1ccc2ccc3cccc4ccc1c2c34
-12[25 µM]	C[C@@H]1CN([C@H](C)CO)C(=O)c2ccccc2-c2ccccc2CO[C@H]1CN(C)C(=O)CCC(F)(F)F
-8	c1ccc(Cn2nnc3c(N4CCCCCC4)ncnc32)cc1
8	CCCCNC(=O)c1ccc(NC(C)=O)c(Cl)c1
4	C/C=C/c1ccc([C@@H]2[C@@H](CO)N[C@@H]2CN(C(=O)C2CCCC2)C(C)C)cc1
2	O=C1CCCc2ccccc2N1Cc1ccc(F)cc1
1	COC(=O)c1ccc(-c2cc(C(=O)O)c3cc4c(cc3n2)OCCO4)cc1
-60	Cc1cc(NC(=O)c2cnn3cccnc23)no1

More records follow:
BL2 CD40 inh	canonical_smiles
-2[25 µM]	CC(C)Oc1ccc2c(=O)c3cc(C(=O)O)ccc3oc2c1
5&2	CN(C)C(=O)c1cccc(-c2ccc(C3[C@@H]4CN(Cc5cncnc5)C[C@H]3N4)cc2)c1 (stereo not given in full)
-5	CC(=O)Nc1ccc(NC(=O)COC(=O)c2n[nH]c3ccccc23)cc1
-1[25 µM]	COc1cccc(NC(=O)N[C@H]2C=C[C@H](CC(=O)NCc3ccncn3)O[C@@H]2CO)c1
-3	Cc1ccccc1C(=O)OC(C)C(=O)NCc1ccc2c(c1)OCO2 (stereo not given)
7	Cc1cc(C)nc(/N=C(\N)Nc2ccc3c(c2)OCCO3)n1
3	O=C(NCC[C@@H]1CC[C@H](NS(=O)(=O)Cc2ccccc2)[C@H](CO)O1)C1CCCC1
-3[25 µM]	CO[C@H]1CN(C)C(=O)c2cc(NC(=O)Cc3ccccc3)ccc2OC[C@H](C)N(C(=O)c2ccccc2F)C[C@H]1C

Following part
BL2 CD40 inh	canonical_smiles
9	O=C1CCCc2c1[nH]c1ccc(CN3CCCCC3)cc21
-5	Cc1ccc(Nc2cc(C)nn2-c2nc(C)cc(C)n2)cc1
2	O=C(CC(Cc1ccccc1)C(=O)O)NCCc1ccc2c(c1)OCO2 (stereo not given)
7	Cc1ccc(C(=O)OCC(=O)Nc2cc(C(C)(C)C)nn2-c2ccccc2)c(O)c1
7	CCCS(=O)(=O)NC(=O)C1(C)CCN(C(=O)c2ccc(C#N)cc2)C1 (stereo not given)
37	CCc1noc(C)c1C(=O)N1CC(C)SC1=Nc1ccc(Cl)cc1 (stereo not given)
3	Cc1ccc(S(=O)(=O)NC(=O)C2(C)CCN2C(=O)C2(c3ccc(Cl)cc3)CC2)nc1 (stereo not given)
-9	O=C1c2ccccc2NC(c2cc(Cl)cc(Cl)c2O)N1Cc1cccnc1 (stereo not given)

Carrying on.
BL2 CD40 inh	canonical_smiles
-12[25 µM]	O=C(CN1CCOCC1)N1CC(=O)N2[C@H](C1)[C@H](c1ccc(C3=CCCCC3)cc1)[C@@H]2CO
-3	CCCCOCCCNC(=O)c1ccc(OC)cc1
1	Cn1c(=O)oc2cc(S(=O)(=O)N3CCCc4ccccc43)ccc21
-6	C=C(C)Cn1c(CCCNC(=O)CCC)nc2ccccc21
-21	CCCCNC(=S)Nc1ccc(OC)nc1
19[25 µM]	C[C@H](CO)N1C[C@H](C)[C@@H](CN(C)C(=O)C2CCCCC2)OCCCC[C@H](C)Oc2ccc(NS(=O)(=O)c3ccccc3)cc2C1=O
-13	O=C(c1ccc2nc[nH]c2c1)N1CCN(S(=O)(=O)c2cccc(Cl)c2)CC1
2	O=C(N1CCN(c2ncccn2)CC1)C12CC3CC(CC(C3)C1)C2

Following part.
BL2 CD40 inh	canonical_smiles
0	Cc1ccc(C(=O)N2CCN(Cc3ccc4c(c3)OCO4)CC2)o1
6	COc1ccc(NS(=O)(=O)c2cccc(C(=O)NN=Cc3ccc(O)c(OC)c3)c2)cc1
1	C[C@@H]1CN([C@@H](C)CO)C(=O)c2ccccc2-c2ccccc2CO[C@H]1CN(C)S(=O)(=O)c1ccc(Cl)cc1
-2	CN(C)C(CNC(=O)c1cccc(S(=O)(=O)NCc2ccccc2)c1)c1ccccc1 (stereo not given)
-20	COc1ccc(S(=O)(=O)N2CCC(C(=O)Oc3ccc(C)cc3)CC2)cc1OC
-1	CC(=O)c1cccc(CN2CCCC(CCC(=O)NCc3ccc(C)o3)C2)c1 (stereo not given)
14	FC(F)(Cl)c1nnc2ccc(Cl)nn12
-5[25 µM]	CCCC(=O)Nc1ccc2c(c1)OC[C@H](C)NC[C@H](C)[C@H](OC)CN(C)C2=O

More records follow.
BL2 CD40 inh	canonical_smiles
8[25 µM]	COc1cccc(S(=O)(=O)N2CC[C@@H]3[C@H]2c2cc(C#Cc4cccnc4)ccc2N[C@@H]3CO)c1
0	Cc1cc(C(=O)NCc2cccs2)no1
2	CCOc1ccc(OCCCCNC(C)(C)C)cc1
2	Cc1n[nH]c(C)c1NC(=O)CSc1nnnn1-c1cccc(F)c1
2	CNC(=O)NC1CCCc2ccccc21 (stereo not given)
-1&11	COc1cccc(S(=O)(=O)N2C[C@@H]3N[C@H](C2)C3c2ccc(-c3cccc(C)c3)cc2)c1 (stereo not given in full)
-2	O=S(=O)(c1cccc2nsnc12)N1CCN(Cc2ccccc2)CC1
12[25 µM]	C[C@H](CO)N1C[C@H](C)[C@H](CN(C)S(=O)(=O)c2ccc(Oc3ccccc3)nc2)OCc2cn(nn2)CCCC1=O

Later entries.
BL2 CD40 inh	canonical_smiles
-20	Cc1ncsc1CCC(=O)N1CCCC(C(=O)c2ccc3c(c2)OCO3)C1 (stereo not given)
5	N#CCN1CCC2(O)CCCCC2C1c1ccc2c(c1)OCO2 (stereo not given)
-11[25 µM]	CCCNC(=O)C[C@@H]1CC[C@@H]2[C@H](COc3ccc(NC(=O)CC)cc3C(=O)N2C)O1
2	COc1cccc(COC(=O)C2CC(=O)N(Cc3ccco3)C2)c1OC (stereo not given)
-4[25 µM]	CCCNC(=O)N1[C@@H]2c3ccc(-c4ccc(OC)cc4)c(=O)n3C[C@H]1[C@H](CO)[C@H]2C(=O)NC1CCC1
-8	O=C(CCCn1c(=O)oc2ccccc21)N1CCN(c2ccc(F)cc2)CC1
-6	CCOC(=O)C(C)n1cnc2c1c(=O)[nH]c(=O)n2C (stereo not given)
0[25 µM]	N#C[C@@H]1[C@H](c2ccc(-c3cccc(F)c3)cc2)[C@@H](CO)N1C(=O)CN1CCOCC1

Fetched by structure from above (2):
BL2 CD40 inh	canonical_smiles
-11[25 µM]	CCCNC(=O)C[C@@H]1CC[C@@H]2[C@H](COc3ccc(NC(=O)CC)cc3C(=O)N2C)O1
-20	Cc1ncsc1CCC(=O)N1CCCC(C(=O)c2ccc3c(c2)OCO3)C1 (stereo not given)

Additional compounds follow.
BL2 CD40 inh	canonical_smiles
-5	Cc1csc(SC(C)C(=O)NCC2CCCO2)n1 (stereo not given)
53*	Cc1nc(-c2ccc(F)cc2)c(CC(=O)N(C)CC(=O)Nc2ccccc2Cl)s1
2	COc1ccc(S(=O)(=O)N2CCOCC2)cc1NC(=O)CCCOc1ccc(C(C)=O)cc1
-1	Cc1ccc(NS(=O)(=O)c2ccc(CCC(=O)N3CCCC3)cc2)cc1
-2	COc1ccc(CNC(=O)C(CCSC)NS(=O)(=O)c2ccccc2F)cc1 (stereo not given)
1	CCC(C(=O)Nc1ccc(S(=O)(=O)N(C)C2CCN(C)CC2)cc1)c1ccccc1 (stereo not given)
14	CN(CC(=O)NCc1ccco1)C(=O)C1CC(=O)N(c2ccc3c(c2)OCCO3)C1 (stereo not given)
-2	O=C(COc1ccc(S(=O)(=O)N2CCOCC2)cc1)NC1CCCCC1

Some of the entries above, set out differently.
molecule	BL2 CD40 inh
COc1ccc(S(=O)(=O)N2CCOCC2)cc1NC(=O)CCCOc1ccc(C(C)=O)cc1	2
Cc1ccc(NS(=O)(=O)c2ccc(CCC(=O)N3CCCC3)cc2)cc1	-1
COc1ccc(CNC(=O)C(CCSC)NS(=O)(=O)c2ccccc2F)cc1 (stereo not given)	-2
CCC(C(=O)Nc1ccc(S(=O)(=O)N(C)C2CCN(C)CC2)cc1)c1ccccc1 (stereo not given)	1
CN(CC(=O)NCc1ccco1)C(=O)C1CC(=O)N(c2ccc3c(c2)OCCO3)C1 (stereo not given)	14

The list goes on:
BL2 CD40 inh	canonical_smiles
17	CC12CC3CC(C)(C1)CC(NCc1ccncc1)(C3)C2
-3[25 µM]	C[C@@H]1CN([C@H](C)CO)C(=O)Cc2cc(NC(=O)CCC(F)(F)F)ccc2O[C@H]1CN(C)CC1CC1
-12	CCOC(=O)C1CCCN(C(=O)c2ccc3ccccc3c2)CC1 (stereo not given)
4	O=C(c1ccccn1)N1C[C@@H]2[C@H](c3ccccc31)[C@H](CO)N2C(=O)Nc1ccccc1F
12	Cc1ccc(C(=O)N2CCOCC2)c(F)c1F
-5[25 µM]	CN(C)C(=O)c1cccc(-c2cccc(-c3nc(C(=O)N4CCCCC4)cc4c3[C@@H](CCO)N([S@](=O)C(C)(C)C)C4)c2)c1
4	CCC(C)[C@H](NC(=O)N1CCCCCC1)C(=O)OC (stereo not given in full)
-9	CSCCC1NC(=O)N(CC(=O)Nc2ccc(N3CCCCC3)cc2)C1=O (stereo not given)

(list continues)
BL2 CD40 inh	canonical_smiles
6	O=C(COC(=O)c1nc(Cl)ccc1Cl)NC1CCS(=O)(=O)C1 (stereo not given)
12	CCOC(=O)c1[nH]cnc1C(=O)Nc1ccc(F)cc1
3	CCOc1ccc(NC(=O)CN(C)C(=O)c2cc(-c3ccco3)nc3ccccc23)cc1OCC
-7	CCN1CCN(S(=O)(=O)c2ccc(Cl)c(C(=O)NCCOc3ccc(C)cc3)c2)CC1
4	C[C@H]1CCCCO[C@H](CN(C)C(=O)Nc2ccc(C(F)(F)F)cc2)[C@@H](C)CN([C@@H](C)CO)C(=O)c2cc(NC(=O)c3ccccc3)ccc2O1
9[25 µM]	O=S(=O)(c1cccc(F)c1)N1CC[C@@H]2[C@H](CO)Nc3ccc(C#Cc4ccccc4F)cc3[C@@H]21

Only part of the results is shown; the hit share may differ from the screen's.
